# Rv3671c protease: Rv3671c serine protease inhibitors, primary screen, biochemical, fluorescence polarization, M. tuberculosis H37Rv. P9WHR9. inhibition, % at 5.96 µM. actives 0.048% (n = 320,000). AID 2606, 2010; in the data active = inhibition above about 38%;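 also: extracellular domain of Rv3671c used as enzyme; 0% = enzyme with DMSO and 100% = no enzyme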
# Target sequence (P9WHR9 whole entry, looked up, the tested form may be a part): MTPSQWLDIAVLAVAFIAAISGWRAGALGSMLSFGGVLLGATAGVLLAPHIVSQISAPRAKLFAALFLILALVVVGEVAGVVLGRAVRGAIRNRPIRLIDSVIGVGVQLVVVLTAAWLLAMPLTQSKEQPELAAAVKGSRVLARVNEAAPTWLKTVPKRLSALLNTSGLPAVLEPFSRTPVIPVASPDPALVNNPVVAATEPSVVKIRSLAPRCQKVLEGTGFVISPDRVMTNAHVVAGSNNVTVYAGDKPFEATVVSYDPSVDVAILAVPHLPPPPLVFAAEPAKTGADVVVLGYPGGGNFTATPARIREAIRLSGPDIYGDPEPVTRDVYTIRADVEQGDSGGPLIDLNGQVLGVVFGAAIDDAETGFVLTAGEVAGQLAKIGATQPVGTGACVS
# SSB-PriA inh: inhibitors of Klebsiella pneumoniae PriA binding to SSB C-terminal tail, primary screen, biochemical, AlphaScreen; PriA–SSB C-terminal tail interaction (Klebsiella pneumoniae); AlphaScreen SSBct-PriA binding, biotinylated peptide; inhibition, % at 33 µM; actives 0.6% (n = 430,000); in the data active = inhibition mostly above about 37%, no sharp cut-off; inactive = mostly below about 20%;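 also: plate controls were negative control peptide for no effect and reference peptide for full effect; strong numbers were not always called active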
# 3CLpro inhibitor: SARS-CoV 3CLpro protease inhibitors, primary screen, biochemical, quenched FRET; Replicase polyprotein 1ab (Severe acute respiratory syndrome coronavirus), P0C6X7; recombinant SARS-CoV 3CLpro, quenched FRET peptide cleavage; inhibition, % at 6 µM; actives 0.14% (n = 290,000); AID 1706, 2009; in the data active = inhibition above about 12%
# Y pestis TopoI: Yersinia pestis topoisomerase I inhibitors, primary screen, biochemical, cleavage product accumulation, plate reader, single point; DNA topoisomerase I (Yersinia pestis CO92); Y. pestis Topo-I cleavage product accumulation; activity, % at 10 µM; actives 0.064% (n = 360,000); AID 504884, 2011; in the data active = activity above about 50%, passing the limit was not always enough; also: inactives centre near 2
# MazEF act: activators of E. coli MazEF toxin-antitoxin RNase, primary screen, biochemical, fluorescence, uHTS. Endoribonuclease toxin MazF (Escherichia coli (strain K12)), P0AE70. activation, % at 20 µM. AID 504720, 2011. actives 0.32% (n = 350,000). FAM/BHQ RNA-DNA oligo cleavage fluorescence, 5 h; in the data active = activation above about 50%
# Target sequence (P0AE70 whole entry, looked up): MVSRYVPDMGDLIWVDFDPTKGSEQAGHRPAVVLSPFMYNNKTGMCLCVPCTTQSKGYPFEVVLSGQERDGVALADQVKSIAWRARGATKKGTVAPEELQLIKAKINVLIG
# BH1578 lux ind: inducers of Vibrio cholerae quorum light production without autoinducers, primary screen, BH1578 luxS cqsA deficient, single point; V. cholerae BH1578 lux reporter, luminescence, 6 h; activation, % at 18.7 µM; actives 0.16% (n = 350,000); in the data active = activation mostly above about 9.7%, no sharp cut-off; also: not every result past the cut was called active; inactives centre near 0; reference of the scale not given here
# DUSP3 inh: VHR1 phosphatase inhibitors, primary screen, biochemical, absorbance, uHTS. inhibition, % at 13.3 µM. AID 1654, 2009. recombinant VHR phosphatase, pNPP absorbance. Dual specificity protein phosphatase 3 (Homo sapiens), P51452. actives 0.52% (n = 290,000); in the data active = inhibition above about 50%; also: some compounds called inactive have numbers as strong as hits
# Target sequence (P51452 whole entry, looked up): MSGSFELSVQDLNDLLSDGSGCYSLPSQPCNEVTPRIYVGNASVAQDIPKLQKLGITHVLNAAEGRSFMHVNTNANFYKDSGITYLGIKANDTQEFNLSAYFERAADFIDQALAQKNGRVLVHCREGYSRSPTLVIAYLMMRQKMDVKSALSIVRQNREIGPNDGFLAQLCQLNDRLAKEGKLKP
# CCHFV vOTU inh: CCHFV vOTU protease inhibitors, primary screen, biochemical, Pep-AMC substrate, fluorescence; Crimean-Congo hemorrhagic fever virus L polyprotein viral ovarian tumor (vOTU) protease …; inhibition, % at 11.5 µM; actives 0.55% (n = 370,000); in the data active = inhibition above about 30%; also: 0% = vehicle wells with enzyme and 100% = no enzyme wells
# TcdB GH inh: TcdB glycohydrolase inhibitors, primary screen, biochemical, single point, plate reader | inhibition, % at 9.99 µM | AID 652162, 2013 | TcdB glycohydrolase enzymatic assay | Toxin B (Clostridioides difficile), P18177 | actives 0.24% (n = 350,000); in the data active = inhibition above about 10%
# PrPC TRFRET: inhibitors of human cell surface prion protein PrPC, primary screen, cell-based, TR-FRET; Major prion protein (Homo sapiens), P04156; TR-FRET read-out; inhibition, % at 13.8 µM; actives 0.43% (n = 370,000); AID 720596, 2013; in the data active = inhibition above about 24%; also: 0% = median of the test wells and 100% = reference compound wells
# Active calls of the source: *; i = inactive; · = no result given; & = joins results of further samples. The list is partial; rates above refer to the full screens.
SMILES,Rv3671c protease,SSB-PriA inh,3CLpro inhibitor,Y pestis TopoI,MazEF act,BH1578 lux ind,DUSP3 inh,CCHFV vOTU inh,TcdB GH inh,PrPC TRFRET
O=S(=O)(c1cccc2cccnc12)N1CCN(c2ccccc2)CC1,-2,-3,1,4,-5,-0.4,20,-18,1.3,5
O=C(NCC1CCCO1)Nc1ccc2c(c1)OCO2 (stereo not given),-5,-10,1,-6,-5,-0.3,18,11,1.2,-2
CCOc1ccccc1C(=O)OCC(=O)NCCNC(=O)COC(=O)c1ccccc1OCC,14,-4,-5,16,0,-0.1,1,-3,0.1,6
O=C1CCCN1C(=O)CSc1nnnn1-c1ccccc1,-7,-15,·,1,2,5.9,·,1,-0.7,-3
NC(N)=NC(=S)Nc1ccc(Cl)cc1,·,-6,1,7,-1,-0.4,24,-8,-0.9,1
O=[N+]([O-])c1ccccc1OCCOc1ccccc1[N+](=O)[O-],-4,-25,2,3,7,-0.3,21,13,0.1,-9
COc1ccc(CCNC(=O)Cc2ccc(C)cc2)cc1OC,-3,-20,-3,0,-28,i,18,-9,-0.4,5
CC(C)(C)c1nnc(NC(=O)CS(=O)(=O)Cc2ccccc2)s1,4,-9,5,4,1,1.3,7,-5,0.9,-2
O=C(NC1CCCCC1)[C@H](CSCc1ccccc1)N1Cc2ccccc2C1=O,-2,-12,1,-1,4,-0.2,26,23,-10.0,10
Cc1onc(-c2ccccc2)c1C(=O)Nc1nc(-c2cc(F)ccc2F)cs1,4,-13,-2,7,-9,i,3,-11,·,-7
O=C(Nc1ncc2c(n1)CC(c1ccc(Cl)cc1)CC2=O)c1ccco1 (stereo not given),-13,2,2,21,2,-0.3,30,11,0.3,12
CC1=NC(C)(C)Cc2ccccc21,6,2,1,3,-1,i,13,-8,·,-5
CC1CCCN(c2nc3ccccc3nc2C(C#N)S(=O)(=O)c2ccccc2)C1 (stereo not given),5,-9,-4,-2,-18,-0.3,-5,2,·,4
CC(C)OC(=O)CN1CCN(C2c3ccccc3-c3ccccc32)CC1,2,5,-2,-4,-6,-0.4,14,15,·,-4
CN(C)C(=O)CCc1ccc2c3c([nH]c2c1)[C@]1(C)[C@@H](C(=O)N2CCOCC2)C[C@H](CC(=O)NC(C)(C)C)C(=O)N1CC3,·,-2,·,-3,12,-1.1,·,-14,1.2,5
CC(NC(=O)Cn1cccc1C(=O)c1ccccc1)c1ccc2c(c1)OCCO2 (stereo not given),-6,1,4,2,3,i,4,23,-0.2,1
COC(=O)CCC(=O)NC(=S)Nc1cc(Cl)ccc1Cl,-8,3,-2,-2,-3,-0.4,21,7,0.2,-2
Cc1nnsc1-c1onc(C)c1C(=O)O/N=C/c1ccc(Cl)cc1,4,i,7,6,-10,i,3,2,0.0,-1
Cc1ccc2c(Cn3ccnc3)cc(=O)oc2c1C,-4,-11,1,7,6,i,-8,7,2.0,-1
O=C(Cc1ccccc1)Nc1ccc(NC(=O)c2cccs2)cc1,-5,-7,-3,3,1,i,11,9,0.0,11
CC(C)CN(CC(C)C)S(=O)(=O)N1CCC(C(=O)NCc2cccs2)CC1,-6,-9,5,0,-4,i,6,4,1.2,-6
Cc1cc(C)c2oc(C(=O)NC3CCS(=O)(=O)C3)cc(=O)c2c1 (stereo not given),-3,6,0,-5,13,i,1,8,2.1,2
CCn1cc(C(=O)NCCc2ccc(C)cc2)c(=O)c2cc(S(=O)(=O)N(C)C)ccc21,-4,0,0,·,6,·,-8,4,-0.4,6
Cn1cccc1Cc1nnc(SCC(=O)N2CCCc3ccccc32)n1-c1ccc(F)cc1,4,0,5,33,9,-0.4,-14,-6,2.4,2
O=C(Oc1ccc(C(=S)N2CCCCC2)cc1)c1ccccc1F,-7,-5,0,1,-4,-0.2,23,-9,1.0,-2
Cc1c(C(=O)Nc2ccccc2)sc2nc3n(c(=O)c12)CCCCC3,-3,3,-1,-9,-10,-0.9,18,-3,1.4,6
O=[N+]([O-])c1ccc(NCCCc2ccccc2)cc1,·,·,·,13,4,0.5,·,9,1.0,7
COC(=O)c1c(C)cc(O)c(C)c1O,1,-13,·,-1,3,-0.5,·,-2,-0.6,0
COc1cc(C(c2c(C)[nH][nH]c2=O)c2c(C)[nH][nH]c2=O)ccc1OC(=O)c1cccc([N+](=O)[O-])c1,-7,-4,-1,7,7,12,24,4,·,-5
O=C(NCCCNC(=O)c1ccco1)c1ccc(F)cc1,5,-4,-6,5,10,i,10,16,0.4,-4

# Some of the entries so far, with two lines to a compound.
# Values run as follows: Rv3671c protease, SSB-PriA inh, 3CLpro inhibitor, Y pestis TopoI, MazEF act, BH1578 lux ind, DUSP3 inh, CCHFV vOTU inh, TcdB GH inh, PrPC TRFRET
COc1cc(C(c2c(C)[nH][nH]c2=O)c2c(C)[nH][nH]c2=O)ccc1OC(=O)c1cccc([N+](=O)[O-])c1
  -7, -4, -1, 7, 7, 12, 24, 4, ·, -5
Cc1cc(C)c2oc(C(=O)NC3CCS(=O)(=O)C3)cc(=O)c2c1 (stereo not given)
  -3, 6, 0, -5, 13, i, 1, 8, 2.1, 2
Cc1c(C(=O)Nc2ccccc2)sc2nc3n(c(=O)c12)CCCCC3
  -3, 3, -1, -9, -10, -0.9, 18, -3, 1.4, 6
CCn1cc(C(=O)NCCc2ccc(C)cc2)c(=O)c2cc(S(=O)(=O)N(C)C)ccc21
  -4, 0, 0, ·, 6, ·, -8, 4, -0.4, 6

# Next part
SMILES,Rv3671c protease,SSB-PriA inh,3CLpro inhibitor,Y pestis TopoI,MazEF act,BH1578 lux ind,DUSP3 inh,CCHFV vOTU inh,TcdB GH inh,PrPC TRFRET
CCc1ccc(S(=O)(=O)N2CCN(C(=O)C3CCN(C(C)=O)CC3)CC2)cc1,-1,5,-6,-6,0,-0.8,-9,12,-0.5,3
O=C(OCCOc1cccc(Cl)c1)c1ccc2ncsc2c1,0,-34,-2,29,-11,-0.4,26,0,-3.5,4
Cn1c(SCC(=O)c2ccccc2)nnc1-c1cccs1,-3,-12,0,6,5,i,23,7,0.4,7
CCCCOc1ccc(N=Nc2ccc(N)nc2N)cn1,-8,7,1,-23,2,-0.1,21,-11,1.5,3
O=C(CSc1ncn(-c2ccccc2)n1)Nc1nncs1,7,-12,-3,7,6,i,18,-1,0.5,6
c1ccc(Nc2nc3ccccc3n3nnnc23)cc1,9,-2,4,2,-18,-0.2,7,-1,1.4,-1
COC(=O)c1ccc(/C=C2\SC(=S)N(CCCC(=O)N3CCOCC3)C2=O)cc1,·,-9,·,4,0,-0.3,·,3,1.4,10
N#CCSc1ccc2nc(-c3ccccc3)cn2n1,0,-8,4,1,5,-0.4,16,-86,0.4,-7
CCOc1cc(Br)c(CN2C(=O)NC3(CCCCCC3)C2=O)cc1OCC,-1,-17,5,19,-5,1.5,6,-1,-0.2,4
C=C1C[C@@]23CCC4[C@@](C)(CCC[C@@]4(C)C(=O)O)C2CC[C@]1(O)C3 (stereo not given in full),5,-1,·,2,2,i,·,8,-0.8,4
CCN(CC(=O)Nc1ccc(NC(C)=O)cc1)C(=O)c1cc2c(s1)CCCCC2,2,-7,·,12,3,-1.0,·,-9,0.3,-5
CC(=O)N1CCc2cc(NC(=O)C3(C)CCN3Cc3ccc(C(C)C)cc3)ccc21 (stereo not given),·,·,·,22,·,-0.7,·,4,0.7,5
CCN(CC)CCNC(=O)c1ccc(NC(=O)COc2ccccc2F)cc1,-4,-13,0,-5,4,i,14,-4,0.2,-7
O=C(Nc1ccc(-c2noc(CCc3ccccc3)n2)cc1)c1ccco1,-82,6,-4,8,-9,i,-19,4,·,6
S=C(Nc1nc2c(s1)CCCC2)NC1CC1,·,-9,-5,10,2,i,11,13,0.7,-3
CC(C)CC(=O)NC(=S)N(Cc1ccccc1)Cc1ccccc1,0,-11,3,22,-7,-0.3,-8,11,·,4
COC(=O)c1ccc(Cl)c(NC(=O)NC2CCCCC2)c1,-12,1&-21,1,2,-3,i,-1,-5,·,-1
COc1cc(C(=O)NCC(c2cccs2)N2CCOCC2)ccc1OCc1ccc(Cl)cc1 (stereo not given),·,·,·,28,10,i,·,11,0.8,8
OC(CN1CCCC(C(F)(F)F)C1)c1ccccc1 (stereo not given),9,-6,-3,-3,2,-2.2,12,1,2.0,2
CSCCC(NC(=O)c1cccc(C)c1)C(=O)NCc1cccs1 (stereo not given),5,-8,·,4,-12,i,·,-2,0.9,6
OCC[C@H]1C[C@@H](O)[C@H](O)[C@@]2(OCCc3ccccc32)O1,4,-20,·,11,1,-8.3,·,3,-0.2,-2
CCc1cccc(C)c1NC(=S)N(CCCN1CCOCC1)Cc1cccnc1,-4,0,1,6,-5,-0.4,8,-10,0.5,0
CCOC(=O)c1c(NC(=O)COC(=O)/C=C/c2ccco2)sc2c1CC(C)(C)NC2(C)C,-1,-8,·,5,-3,i,·,8,-0.7,-1
Cc1onc(-c2ccccc2Cl)c1C(=O)Nc1ccc(-n2nncc2C(C)(C)C)cc1,4,2,-4,-1,6,i,3,4,·,-2
CCOP(=O)(Cc1cc(C(C)=O)c(C)o1)OCC,1,19,-3,-8,-17,-0.4,9,4,-1.4,-10
Cn1nc(-c2ccc(OCC(=O)N3CCN(Cc4ccccc4)CC3)cc2)c2ccccc2c1=O,-4&3,3,-6&-6,28,3&11,i,6&8,-3,·,3
CCCN(CCC)C(=O)C1CC(=O)OC12CCCCC2 (stereo not given),-17,-6,0,-9,-1,0.0,18,-2,0.2,-6
COc1ccc([C@H]2CC(=O)C=C(c3ccccc3C(F)(F)F)C2)cc1,-8,-22,·,5,5,i,·,16,0.1,4
Cn1ncc(Br)c1C(=O)Nc1ccc(F)cc1F,6,-9,-2,-5,-3,i,16,-14,·,3
CCOC(=O)c1ccc(NC(=O)CCc2nc(-c3ccccc3)no2)cc1,-17,-25,5,-5,3,0.3,-12,-6,·,6
CCCC(C)NC(=O)c1nc(-c2ccccc2)n(-c2ccccc2)n1 (stereo not given),6,11,1,12,-10,i,36,17,·,-3
O=C(O)C1Cc2ccccc2CN1C(=O)c1ccccc1 (stereo not given),11,-16,4,-2,-6,i,5,-8,·,0
O=C(CN1CCN(S(=O)(=O)c2ccccc2[N+](=O)[O-])CC1)Nc1ccc(N2CCOCC2)cc1,-1,4,-1,-3,12,-0.5,-8,-12,0.9,3
NC(=O)Cn1cc(/C=N\NS(=O)(=O)c2cccc([N+](=O)[O-])c2)c2ccccc21,7,·,5,4,-3,i,-2,17,0.7,-14
O=C(c1cc(COc2ccc(-n3cncn3)cc2)on1)N1CCCC1,-1,-39,2,3,-2,i,10,13,-3.8,6
Cn1nnnc1SCC(=O)Nc1cccc([N+](=O)[O-])c1,1,-3,4,5,-3,i,30,7,1.9,-12
CC(C)(C)c1sc(N)nc1-c1ccccc1,6,-1,1,6,-6,i,·,-11,·,0
COCCNC(=O)C1CCC(CNS(=O)(=O)c2ccc(F)cc2)CC1 (stereo not given),0,-4,3,6,1,-0.3,-11,-9,1.4,-6
Cc1ccc(C(c2sc3nc(C)nn3c2O)N2CCN(c3ccc(F)cc3)CC2)cc1 (stereo not given),-1,-7,-5,13,-3,i,29,4,·,4
CNc1ccc([N+](=O)[O-])cc1C(=O)O,-2,-13,3,5,-1,-0.2,17,3,0.8,-2
O=c1[nH]c2ccc(S(=O)(=O)N3CCN(c4ccc(F)cc4)CC3)cc2o1,2,-11,2,-2,6,-0.3,-22,6,0.7,1
